CatB block = inhibitors of human cathepsin B | purified cathepsin B, fluorogenic substrate, fluorescence | P07858 | AID 453 | inhibition, %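 (tested at 10 µM)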 | 63,000 compounds, 0.1% hits; in the data active = inhibition above about 21%;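 note: 0% = enzyme with no compound and 100% = no enzyme blank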
FXIa mix inh = inhibitors of human coagulation factor XIa, pooled mixtures; P03951; inhibition, % at 5 µM; purified FXIa, fluorogenic substrate; 62,000 compounds, 0.19% hits; AID 680;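 note: each value is inhibition by a whole ten-compound pool holding the compound; 0% = enzyme with no mixture and 100% = wells lacking enzyme; strong numbers were not always called active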
CatB mixtures = human cathepsin B inhibition by mixtures; P07858; Purified cathepsin B, AMC dipeptide fluorescence, compound mixtures; inhibition, %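 (ten-compound pools at 5 µM per compound and 50 µM total)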; 62,000 compounds, 0.06% hits; AID 488; in the data active = inhibition above about 22%, passing the limit was not always enough;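 note: 0% = enzyme without compound and 100% = no enzyme blank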
CatL inh = inhibitors of human cathepsin L. 58,000 compounds, 0.17% hits. inhibition, %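 (tested at 10 µM)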. purified cathepsin L, fluorogenic substrate, fluorescence. P07711; in the data active = inhibition above about 45%;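 note: 0% = enzyme with no compound and 100% = no enzyme blank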
Target sequence (P07711 114-288 limits assumed): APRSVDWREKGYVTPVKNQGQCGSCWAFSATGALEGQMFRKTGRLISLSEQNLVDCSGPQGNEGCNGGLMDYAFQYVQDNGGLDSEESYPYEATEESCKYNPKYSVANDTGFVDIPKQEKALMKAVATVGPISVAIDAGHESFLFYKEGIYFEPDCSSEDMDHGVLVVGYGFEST
Target sequence (P07711 292-333 limits assumed): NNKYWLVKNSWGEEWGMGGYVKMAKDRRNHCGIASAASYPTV
CatG inh = inhibitors of human cathepsin G | P08311 | purified enzyme, AMC-tetrapeptide fluorescence, pooled mixtures | inhibition, % at 5 µM (by protocol) | 62,000 compounds, 0.2% hits | AID 581;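 active = inhibition above 20% in each of the two mixture wells holding the compound; inactive = inhibition of 20% or less in either well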;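 note: 0% = enzyme control without mixture and 100% = blank lacking enzyme; strong numbers were not always called active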
Target sequence (P08311 21-244 limits assumed): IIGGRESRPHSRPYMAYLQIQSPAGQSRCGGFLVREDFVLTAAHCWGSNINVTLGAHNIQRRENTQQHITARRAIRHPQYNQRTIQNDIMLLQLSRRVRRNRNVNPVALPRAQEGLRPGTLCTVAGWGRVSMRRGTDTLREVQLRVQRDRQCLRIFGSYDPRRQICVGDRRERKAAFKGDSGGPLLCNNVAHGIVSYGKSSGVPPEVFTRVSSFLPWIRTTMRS
CatS inh = blocks human cathepsin S protease activity | recombinant cathepsin S, AMC dipeptide fluorescence, pooled mixtures | 62,000 compounds, 0.06% hits | inhibition, %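 (tested at 5 µM per compound within 10-compound mixtures)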 | AID 501; in the data active = inhibition above about 32%, passing the limit was not always enough;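 note: 0% = enzyme without compound and 100% = blank without enzyme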
Target sequence (P25774 115-331 limits assumed): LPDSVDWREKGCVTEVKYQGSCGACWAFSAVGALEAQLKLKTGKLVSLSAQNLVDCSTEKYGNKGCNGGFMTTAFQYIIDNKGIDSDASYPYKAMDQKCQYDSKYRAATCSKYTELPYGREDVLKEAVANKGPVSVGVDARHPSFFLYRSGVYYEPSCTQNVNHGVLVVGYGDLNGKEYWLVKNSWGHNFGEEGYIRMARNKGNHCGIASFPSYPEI
C1s inh = blocks human complement C1s protease activity; 62,000 compounds, 0.16% hits; AID 538; mean inhibition % of two 10-compound mixtures (hits give high values), % at 5 µM (by protocol); purified C1s, fluorogenic AMC substrate, pooled mixtures;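 active = inhibition above 20% in each of the two 10-compound mixture wells holding the compound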;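 note: 0% = enzyme wells lacking compound mixture and 100% = no-enzyme blank wells; some compounds called inactive have numbers as strong as hits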
FXIIa inh mix = blocks human factor XIIa in pooled compound mixtures | P00748 | purified FXIIa, fluorogenic substrate | inhibition, % at 5 µM | 62,000 compounds, 0.2% hits | AID 684;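 note: 0% = enzyme without compound and 100% = no enzyme blank; some results filed as inactive read as strong as hits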
AP complement = orthogonal test for alternative complement pathway inhibitors; Human serum alternative complement pathway, LPS-coated ELISA, C3 deposition; tested in compound mixtures; inhibition, % at 5 µM; 62,000 compounds, 0.08% hits; AID 1235;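 active = inhibition above 30% in each of the two pooled mixtures holding the compound, so the lower value exceeds 30%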;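 note: 0% = serum in Mg-EGTA without compound and 100% = EDTA serum blank; some compounds past the cut are filed as inactive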
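Test system: human serum complement alternative pathway, C3 deposition onto LPS / Medium: Mg2+-EGTA GVB++ buffer containing human serum at 1:15 dilution / Probe or stimulus: Plate-bound LPS / Times: 1 h at 37 °C / Signal: ELISA with HRP anti-human C3 antibody, TMB substrate, absorbance 450 nm / Measure: percent inhibition / Repeats: two pool placements per compound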
An asterisk follows results filed as active; · = no result given. Cut-off read from the data, not from the text of the source, unless noted: active = inhibition above about 20% (passing the limit was not always enough); inactive = the rest. A portion of the library; count on the stated rates, not on these rows.

SMILES	CatB block	FXIa mix inh	CatB mixtures	CatL inh	CatG inh	CatS inh	C1s inh	FXIIa inh mix	AP complement
O=C(Cn1cnnn1)Nc1ccccc1Cc1ccccc1	-1	7	-1	3	8	-1	6	3	17
Cc1ccnc(NC(=O)CCC2COc3ccccc3O2)c1 (centres undefined)	-1	-11	-2	2	-5	-1	-8	3	-8
CC(=O)Nc1ccc(S(=O)(=O)Nc2nc3ccccc3nc2N2CCCC2)cc1	0	5	5	6	11	-10	14	-2	13
O=C(NCC(c1cccnc1)N1CCN(c2ccc(F)cc2)CC1)OCc1ccccc1 (centres undefined)	-1	4	5	-2	-6	-2	17	4	8
CCCCSc1nnc2nc(C)cc(C)n12	-3	9	6	-4	1	17	0	3	0
CNS(=O)(=O)c1cccc(C(=O)OCc2cc(Cl)cc3c2OCOC3)c1	-3	-3	0	-10	-9	-11	-29	1	6
O=C(c1ccc(N2C(=O)CCC2=O)cc1)N1CCN(c2ccccc2)CC1	3	4	3	5	8	-6	-26	0	16
O=C(NCc1ccccc1)NC1(C(=O)N2CCN(c3ccccc3)CC2)CCCCC1	-2	-19	-7	23	-12	-9	-169	-17	4
Cc1cccc2c1CC(C)(C)N=C2C1=C(O)CCCC1=O	2	3	1	2	6	-2	5	5	9
COc1ccc(S(=O)(=O)N(CC(=O)NC2CC2)c2ccc(C)cc2)cc1OC	4	0	4	1	10	0	11	4	8
Cc1csc(OCc2ccc(C#N)cc2)n1	1	3	6	10	13	2	12	12	15
COc1cc(C(=O)N2CCC(n3cnc4cc(F)ccc43)CC2)cc(OC)c1OC	0	10	-2	6	6	6	5	-18	-7
O=C(O)CCC(=O)NCCn1c(-c2ccccc2)csc1=Nc1ccccc1	1	8	1	-3	8	-6	28	1	15
C/C=C/c1ccc(OCCCN2C(=O)NC(C)(C)C2=O)c(OC)c1	7	0	2	17	7	-4	-4	0	15
CCc1nc2ccccc2c(C(=O)OC2CCOC2=O)c1C (centres undefined)	-1	8	4	-2	9	-2	16	-17	17
N=c1c(C(=O)NCc2ccc(F)cc2)cc2c(=O)n3ccccc3nc2n1CCCN1CCOCC1	-16	-8	-10	-58	1	6	-69	-15	13
O=C(c1ccccc1Oc1ccccc1)N1CCN(c2ccccc2)CC1	-4	-1	1	1	6	0	-1	0	24
Cn1c(=O)c2c(ncn2CC(=O)N(Cc2ccccc2)c2ccccn2)n(C)c1=O	14	-1	2	16	-9	20	-8	-1	-33
COc1ccc(C(C(C(=O)c2cccs2)N2CCOCC2)N2CCOCC2)cc1OC (centres undefined)	3	5	7	10	10	-6	4	0	15
O=C(O)Cc1ccc(NC(=O)c2cccs2)cc1	-2	3	2	-6	10	2	16	10	-4
CCOc1ccc(-c2cc(CCCC(=O)Nc3cc(OC)ccc3OC)no2)cc1	5	0	-3	25	12	4	4	-4	9
O=C1CC(c2ccccc2)CC(O)=C1C=NCc1ccco1 (centres undefined)	4	1	2	-8	7	-1	-20	-16	15
O=C(NCc1ccc2c(c1)OCO2)c1ccc2c(=O)n(C3CCCC3)c(=O)[nH]c2c1	1	9	1	-1	22	-6	9	6	15
CCNc1nc(OCCNS(=O)(=O)c2cc(C)ccc2C)nc(N(C)C)n1	3	0	-4	13	5	-1	-9	5	7
CCC(=NC1CC(C)(C)NC(C)(C)C1)C1=C(O)CC(C)(C)CC1=O	0	-9	5	11	12	1	17	0	11

(further entries)
SMILES	CatB block	FXIa mix inh	CatB mixtures	CatL inh	CatG inh	CatS inh	C1s inh	FXIIa inh mix	AP complement
O=C(CCC1N=C2c3ccccc3N=C(SCc3ccc(Cl)cc3)N2C1=O)NCc1ccco1 (centres undefined)	8	-3	-1	·	4	0	-39	4	13
COc1ccc(N2CCN(C(=O)CSc3nnnn3-c3ccc4c(c3)OCCO4)CC2)cc1	-1	0	4	-1	-1	-6	1	31	3
C=CCN=C(NC#N)SCC(=O)c1cccc(OC)c1	4	0	-2	-1	8	6	2	2	0
CCCCC[C@H](O)/C=C/[C@H]1C=CC(=O)[C@@H]1C/C=C\CCCC(=O)O	-2	0	1	6	-1	10	5	43	-2
CCOC(=O)CNC(=O)CSc1nnc(-c2ccco2)n1N	-1	-1	-6	7	6	-8	2	3	10
CCOC(=O)C1CCCN(C(=O)c2cn(CC)c(=O)c3cc(OC)c(OC)cc23)C1 (centres undefined)	6	0	1	-6	5	-3	2	8	7
Cn1c(=O)c2c(nc(N3CCCCC3)n2C)n(C)c1=O	0	5	-1	4	-3	1	-23	-13	5
CC(C)(C)C(=O)Cn1c(=N)n(Cc2ccccc2)c2ccccc21	5	10	7	0	10	1	17	-3	-2
COc1ccc(CC(=O)n2c(CC#N)nc3ccccc32)cc1OC	2	-2	1	-5	9	13	1	10	4
CC(c1ccco1)N(C(=O)C12CC3CC(CC(C3)C1)C2)c1ccccn1 (centres undefined)	2	9	10	12	4	22	10	7	6
O=C(NCC1CCCO1)c1nc2c(nnn2Cc2ccc(F)cc2)c(=O)[nH]1 (centres undefined)	8	0	-1	31	7	-2	-1	-20	1
NC(=O)c1ccc(F)cc1	1	7	6	6	10	15	11	1	2
Cc1cc2cc(CNS(=O)(=O)c3ccccc3)ccc2n1C	-5	6	2	·	10	0	12	17	13
CCCCCC(=O)Nc1ccc(N2CCN(C(=O)CCC)CC2)cc1	4	-6	-2	7	-3	-11	-21	3	2
CCc1ccccc1NS(=O)(=O)c1cc(C)ccc1OC	-4	6	7	3	0	7	-25	2	20
COc1ccc(CC(=O)NC(C)c2nnc(SCc3nc4ccccc4c(=O)[nH]3)n2C)cc1 (centres undefined)	2	12	-1	-7	4	-1	7	0	12
O=C(O)c1ccc(COc2c(F)c(F)cc(F)c2F)o1	-1	0	-2	35	8	2	13	2	-18
COc1ccccc1NC(=O)CN1C(=O)CCS(=O)(=O)c2ccccc21	2	6	-1	-6	-4	-10	0	-1	12
CCOC(=O)c1ccc(-n2c(C)nc3ccccc3c2=O)cc1	-3	0	1	22	6	4	0	5	7
CCCCNC(=O)CCCn1c(=S)[nH]c2cc3c(cc2c1=O)OCO3	0	-22	1	-6	9	-5	7	3	19
Cc1nnc(SCC2CCCO2)n1-c1ccccc1 (centres undefined)	6	4	0	-1	-8	-7	-16	1	-10
CCOC(=O)Cn1c(=O)oc2cc(S(=O)(=O)N(C)Cc3ccco3)ccc21	4	-3	-1	·	10	42	-33	-11	-2
CC1(C)Cc2ccccc2-c2nnc(-c3cccnc3)n21	5	4	2	-4	13	9	38	9	7
Cc1ccc(NS(=O)(=O)c2ccc(NC(=O)C3CCCO3)cc2)cc1 (centres undefined)	6	7	8	9	11	14	8	5	-3
CC(/C=C/c1ccccc1)=N/O	0	5	-1	4	0	-1	-2	-1	5

(further entries)
SMILES	CatB block	FXIa mix inh	CatB mixtures	CatL inh	CatG inh	CatS inh	C1s inh	FXIIa inh mix	AP complement
C#CCSc1nnc(-c2cccc3ccccc23)o1	-2	11	4	-3	13	-6	12	6	5
NC(=O)C1(N2CCCCC2)CCN(C(=O)c2ccccc2)CC1	0	4	-1	6	-12	-5	-55	6	11
O=C(CSc1ncn(-c2ccccc2)n1)Nc1ccc(Br)cn1	0	-5	2	·	-1	-4	-5	-1	10
Cc1ccc(N2C(=O)CSC23C(=O)Nc2ccccc23)cc1 (centres undefined)	-2	2	23	30	-2	1	7	7	-10
CCC(=O)N1Cc2ccccc2-c2ccccc2C1=O	3	6	5	1	8	16	14	1	-6
Cc1ccccc1N(C)S(=O)(=O)c1ccc2[nH]cc(C(=O)NCC3CCCO3)c(=O)c2c1 (centres undefined)	-2	11	8	-4	-2	0	4	-1	7
CC1(C)CC(CCC(=O)Nc2ccc(S(N)(=O)=O)cc2)C(=O)O1 (centres undefined)	2	2	4	13	10	13	16	8	9
COC(=O)c1ccc(OCC(O)Cn2nnc3ccccc32)cc1 (centres undefined)	10	-10	0	15	6	2	-15	0	15
Fc1ccc(NCc2cccnc2)cc1	5	10	1	2	-1	2	-5	8	4
Cc1cc(-c2nnc(-c3cc4ccccc4oc3=O)o2)c(C)n1-c1ccccc1	1	-4	-3	-4	-8	3	-96	2	8
COc1ccc(OC)c(-n2c(SC)nnc2-c2c[nH]c3ccccc23)c1	2	2	3	·	7	-1	12	-26	24
O=C(COC(=O)c1ccc[nH]c1=O)NCC1CCCO1 (centres undefined)	-4	9	4	19	-2	4	-29	-6	4
O=C(O)CNS(=O)(=O)c1ccc(F)cc1	-2	7	4	·	-2	3	-7	-16	-6
CCSc1ncc(Cl)c(C(=O)Nc2ccc(S(=O)(=O)Nc3onc(C)c3C)cc2)n1	1	5	-2	1	6	-8	3	-5	7
O=C(NCCSc1ccccc1)c1ccco1	0	5	5	-3	12	9	11	4	6
CCCc1ccc(Oc2c(-c3ccc(O)c(C)c3O)n[nH]c2C)cc1	7	12	5	1	3	14	-19	-17	6
Nc1nnnn1NCc1cccc(OCc2ccccc2)c1	0	6	4	-2	9	2	8	-17	6
CCCCSc1nnc(-c2c[nH]c3ccccc23)n1C	-5	7	4	9	-2	3	-3	4	22
Nc1cc(=O)[nH]c(SCCNS(=O)(=O)c2ccccc2)n1	-5	6	3	-5	1	0	-27	6	6
COc1cccc(OC)c1C(=O)n1nc(C)cc1C	0	-1	-9	-3	11	-7	0	5	8
COC(=O)c1ccc(C(=O)OC)c(NC2=NS(=O)(=O)c3ccccc32)c1	1	11	-2	4	3	1	4	0	21
O=C(CN1C(=O)c2ccccc2C1=O)Nc1cccnc1	6	-7	1	16	6	-4	2	5	3
O=C(O)c1ccc(S(=O)(=O)NC2CCCc3ccccc32)cc1 (centres undefined)	-1	7	5	0	17	-5	7	-1	21
Cc1ccc(C2C3=C(CC(C)(C)CC3=O)NC3=C2C(=O)CC(C)(C)C3)o1	4	1	5	4	7	-3	13	-21	12
Nc1nnc(N2CCc3ccccc32)s1	-1	2	7	·	-14	-2	-22	4	7

As a short view, part of the list above:
SMILES	CatB block	FXIa mix inh	CatB mixtures	CatL inh	CatG inh	CatS inh	C1s inh	FXIIa inh mix	AP complement
O=C(CSc1ncn(-c2ccccc2)n1)Nc1ccc(Br)cn1	0	-5	2	·	-1	-4	-5	-1	10
Cc1ccc(N2C(=O)CSC23C(=O)Nc2ccccc23)cc1 (centres undefined)	-2	2	23	30	-2	1	7	7	-10
CCC(=O)N1Cc2ccccc2-c2ccccc2C1=O	3	6	5	1	8	16	14	1	-6
Cc1ccccc1N(C)S(=O)(=O)c1ccc2[nH]cc(C(=O)NCC3CCCO3)c(=O)c2c1 (centres undefined)	-2	11	8	-4	-2	0	4	-1	7

Later entries:
SMILES	CatB block	FXIa mix inh	CatB mixtures	CatL inh	CatG inh	CatS inh	C1s inh	FXIIa inh mix	AP complement
CC(C)C(c1nnnn1Cc1ccc(F)cc1)N1CCSCC1 (centres undefined)	-6	7	-1	-5	1	-4	-4	2	8
O=C1CCCN1C(=O)CCC(=O)N1CCCC1=O	1	-16	-2	-3	1	-11	-26	-24	16
COC(=O)C1=C(C)NC2=C(C(=O)CC(C)(C)C2)C1c1cccc(C)n1 (centres undefined)	10	0	7	-1	-15	12	-46	5	-8
Cc1ccc(NC(=O)CSc2nc3ccccc3c(=O)n2CCCC(=O)N2CCCC2)cc1	-1	9	-1	-2	-4	-5	-6	-18	19
Cc1cc(C(=O)NCCC2=CCCCC2)c(C)o1	0	8	7	29	1	12	-26	-11	12
O=C(Nc1ccc(Cc2ccc(NC(=O)N3CCOCC3)cc2)cc1)N1CCOCC1	2	0	3	3	-6	2	-11	2	-11
CCc1nn(C(C)C(=O)Nc2cccc(C)c2C)c(=O)c2cc3occc3n12 (centres undefined)	6	6	2	14	-9	15	-44	-3	-1

Screening results as filed in PubChem BioAssay.
